Compound activity (PubChem)
All columns: NCI-60 one-dose screen, growth in % after 48 h at 10 µM unless noted; 100 = growth as untreated, 0 = no growth, -100 = all killed.
HCC-2998: HCC-2998 colon cancer. 79,000 compounds, 4.7% hits. AID 1794799
OVCAR-8: OVCAR-8 ovarian cancer; 81,000 compounds, 4.4% hits; AID 1794782
PC-3: PC-3 prostate cancer cells. 80,000 compounds, 3.9% hits. AID 1794754
OVCAR-3: OVCAR-3 ovarian cancer; 79,000 compounds, 7% hits
KM12: KM12 colon cancer cells; 82,000 compounds, 5% hits
OVCAR-5: OVCAR-5 ovarian cancer. AID 1794783. 82,000 compounds, 2.9% hits
OVCAR-4: OVCAR-4 ovarian cancer cells; 80,000 compounds, 3.7% hits; AID 1794784
DU-145: DU-145 prostate cancer. 81,000 compounds, 4.2% hits. AID 1794760
SW-620: SW-620 colon cancer | AID 1794795 | 82,000 compounds, 5.2% hits
Numbers without * were called inactive; x = no result given; & = joins results of further samples. How the source made its calls: active means growth percent below 10; inactive means the rest.

SMILES	HCC-2998	OVCAR-8	PC-3	OVCAR-3	KM12	OVCAR-5	OVCAR-4	DU-145	SW-620
CC(C)Sc1nc(Nc2ccc([N+](=O)[O-])cc2)c(C#N)c(-c2ccccc2)n1	103	96	100	x	93	89	101	94	91
CN(C)CCCCCCN	108	105	99	108	104	93	103	105	107
C=C1C(=O)O[C@H]2[C@H]1CC/C(CNC(=O)/C=C/c1cccc(OC)c1)=C\CC[C@@]1(C)O[C@@H]21	36	3.8*	36	-63*	80	40	19	13	-62*
O=C(N=Nc1c(O)[nH]c2ccc(Br)cc12)c1cc2ccccc2[nH]1	100	96	99	105	98	115	89	95	108
CCOC(=O)C/C(O)=C(/C=N/C(=S)NNC(C)=O)C(=O)OCC	102	102	91	105	101	106	101	107	102
O=C1CCC23OC(C(O)c4ccccc4N12)C(O)C3O (stereo not drawn)	104	103	100	106	106	111	103	107	109
O=C1c2ccccc2C(=O)C1C(=O)C1CC1	107	93	96	117	97	103	118	106	95
CC(C)=CCC(/C=N/N=C(N)N)C(C)C (stereo not drawn)	91	90	75	92	102	89	72	106	90
N#Cc1nnn2c1nc(N)c1c(Cl)cccc12	97	106	102	123	117	108	82	110	106
CC1(C)CC[C@]23CC[C@]4(C)[C@H](CC[C@@H]5[C@H]6C[C@]7(Nc8ccccc8C7=O)C(C)(C)[C@@H]6CC[C@]54C)[C@H]2C1OC3=O	96	95	69	96	96	97	99	100	100
COc1ccc(S(=O)(=O)N2CCCC(C(=O)Nc3nc4ccc(NC(=O)c5ccc(F)c(OC)c5F)cc4s3)C2)cc1 (stereo not drawn)	106	91	70	91	83	95	67	89	97
C#CCNC(=S)N/N=C(\C)c1ccccn1	35	12	48	17	23	35	29	15	34
CN1CCN(CCCCN2C(=O)COc3ccccc3C2=O)CC1	99	98	89	115	103	114	104	116	98
CCCCC[n+]1ccc(SCC(=O)N(C)Cc2ccccc2)c2ccccc21	93	104	99	118	105	100	92	113	97
Cc1ccccc1N/C=C/C(=O)c1ccc2c(c1)Nc1ccccc1S2	101	87	75	86	69	105	73	89	94
COc1ccc(N2CCN(C3=C(Cl)C(=O)C(C)=C(C)C3=O)CC2)cc1	111	100	92	113	107	110	100	108	113
COc1ccc(NC(=O)COc2ccc(/C=C3/Oc4cc(OC)ccc4C3=O)cc2OC)cc1	103	98	95	106	75	115	103	105	107
O=COC1CCCCCC1	93	97	87	114	112	98	98	118	102
CC(=O)Nc1cc(NC(C)=O)c2ccccc2c1O	108	97	79	88	97	102	89	105	x
Cc1nc(N)c(N)c(=O)[nH]1	115	105	127	119	109	97	94	121	109
O=S(=O)(NCCCNc1cc(-c2cn(-c3ccccc3)nc2-c2cccc(O)c2)ccn1)c1cccc2ccccc12	-71*	48	19	50	25	60	45	50	23
CC1=C/C(=C(\c2ccc(N(C)C)cc2)c2ccc([N+](C)(C)C)cc2)C=CC1=[N+](C)C	77	36	73	87	61	115	89	51	67
O=S(=O)(NCCNc1nccc(-c2cn(-c3ccccc3)nc2-c2ccc(Cl)c(O)c2)n1)c1cccc(F)c1	126	91	x	104	106	x	109	108	128
OC1c2cc(Cl)ccc2-c2c(Cl)cc(Cl)cc21 (stereo not drawn)	102	x	93	x	x	104	100	x	x
Cc1ccc(C(c2c(O)c3cc(C)ccc3[nH]c2=O)c2c(O)c3cc(C)ccc3[nH]c2=O)cc1	116	99	82	98	90	105	92	100	96
O=C1CCS(=O)(=O)CC1	112	105	95	102	96	102	108	107	105
CNC(=O)c1cc(-n2ccc3cc(NC(=O)c4ccc(Cl)c(Cl)c4)ccc32)ccn1	76	42	86	90	95	102	70	80	97
Nc1c(C(=O)N/N=C\c2ccc(OC(F)F)c(Oc3ccccc3)c2)cnn1CC(O)c1ccccc1 (stereo not drawn)	83	71	55	80	55	79	49	72	86
COc1ccc(Nc2nc3n[nH]c(Nc4ccccc4)c3c(=O)[nH]2)cc1	100	102	85	102	103	107	102	113	102
C/C=C/C=C(\CC)C(=O)OCC	109	102	101	106	98	100	111	108	108
COc1ccc(C2N(NC(=O)Nc3ccc(F)cc3)C(=O)c3ccccc3N2C)cc1 (stereo not drawn)	113	108	85	83	98	112	99	126	129
CCCOC(=O)c1ccco1	102	110	84	105	101	103	109	106	107
CS(=O)(=O)c1ccc(-n2nc(C(=O)OCc3ccc(Br)cc3)cc2-c2ccccc2)cc1	115	99	72	105	97	102	86	103	101
COc1nc(Cl)nc(Cl)n1	100	108	102	100	104	116	95	109	84
NC(=O)C(CCN1CCCCC1)c1ccccc1 (stereo not drawn)	111	107	87	113	102	120	109	112	102
NCCOCC(N)C(=O)O (stereo not drawn)	92	x	55	126	107	96	117	116	100
CCCCCC[C@H](C/C=C\CCCCCCCC(=O)OC)OC(C)=O	115&86	108&94	88&99	115&108	98&105	98&96	111&110	113&107	108&107
COc1cc2c(c(OC)c1OC)C(=O)CC(c1cccc(NC(=O)c3cccc([N+](=O)[O-])c3)c1)O2 (stereo not drawn)	76	10	19	19	2.3*	79	27	27	35
CCOC(=O)CCNCc1ccccc1	107	118	93	113	107	85	99	112	97
Oc1ccc(CCn2c(O)c(/C=C3\CN=c4ccccc4=N3)sc2=S)cc1	87	87	60	45	5.5*	96	80	28	67
COc1ccc2[nH]c(C(=O)N3CCN(C(=O)OCc4ccc5cccc(O)c5n4)CC3)cc2c1	90	70	65	62	82	77	54	67	83
CCOc1ccc(Nc2ccc(OCC)cc2)cc1	106	79	64	93	87	109	75	100	98
O=C(NC1=CC(=O)c2ccccc2C1=O)c1ccccc1	32	22	17	-82*	11	42	x	63	-56*
CCOC(=O)c1[nH]c(=O)c2ccccc2c1O	109	111	101	113	106	89	110	112	110
Nc1cccc(NC(=O)C(=O)Nc2cccc(N)c2)c1	105	95	100	101	99	95	126	107	96
CN1CCC=C(C(=O)N2c3ccccc3Sc3ccc(Cl)cc32)C1	94	90	x	89	95	88	88	90	108
CCOC(=O)c1cnnn1-c1cc(=O)[nH]c2ccccc12	109	101	88	106	97	98	93	106	90
O=C(O)c1ccc(NCc2cccc([N+](=O)[O-])c2)cc1	x	96	90	130	111	89	91	123	100
Cc1ccc(C(=O)c2ccccc2C(=O)O)cc1	125	107	x	112	111	93	103	114	101
CCOc1cccc(-c2nc3sccn3c2-c2ccnc(S(C)(=O)=O)n2)c1	81	102	97	x	88	106	87	0.1*	103

Following part
SMILES	HCC-2998	OVCAR-8	PC-3	OVCAR-3	KM12	OVCAR-5	OVCAR-4	DU-145	SW-620
COC(=O)c1nnn(-c2ccc(Cl)cc2Cl)c1C(=O)c1ccc(Cl)c(Cl)c1	117	99	78	96	99	96	92	104	93
CCOC(=O)c1sc(/N=C2\C(=O)Nc3ccc(C)cc32)nc1C	104	101	100	100	98	107	115	104	104
FC(F)(F)COc1ccc(/C=N/NC(=S)Nc2ccccc2)cc1	109	106	103	106	103	105	98	110	105
CCOc1ccc(/C=N/NS(=O)(=O)c2ccc(C)cc2)cc1	113	79	81	112	96	82	90	28	67
Cc1cc2ccccc2oc1=O	106	111	94	107	97	102	x	106	99
O=C(NNC(=S)Nc1ccccc1)c1cccnc1	93	101	90	120	112	100	104	106	113
Cn1c2ccccc2c2nnc(N/N=C/c3cccs3)nc21	104	94	90	112	93	83	95	113	104
O=C(CNc1nc(-c2cccc([N+](=O)[O-])c2)cs1)Nc1ccc(Cl)cc1	137	103	100	119	103	107	108	115	103
COc1ccc2oc(=O)cc(-c3sc(N4CCOCC4)nc3-c3ccccc3)c2c1	91	96	86	101	81	105	96	104	99
N#Cc1nc(-c2ccccc2)oc1N1CCOCC1	106	101	103	111	101	101	81	99	104

Shown with values under each structure: entries from further up
The line under a structure holds: HCC-2998	OVCAR-8	PC-3	OVCAR-3	KM12	OVCAR-5	OVCAR-4	DU-145	SW-620
- NCCOCC(N)C(=O)O (stereo not drawn)
    92	x	55	126	107	96	117	116	100
- CCCCCC[C@H](C/C=C\CCCCCCCC(=O)OC)OC(C)=O
    115&86	108&94	88&99	115&108	98&105	98&96	111&110	113&107	108&107
- COc1cc2c(c(OC)c1OC)C(=O)CC(c1cccc(NC(=O)c3cccc([N+](=O)[O-])c3)c1)O2 (stereo not drawn)
    76	10	19	19	2.3*	79	27	27	35
- CCOC(=O)CCNCc1ccccc1
    107	118	93	113	107	85	99	112	97
- Oc1ccc(CCn2c(O)c(/C=C3\CN=c4ccccc4=N3)sc2=S)cc1
    87	87	60	45	5.5*	96	80	28	67
- COc1ccc2[nH]c(C(=O)N3CCN(C(=O)OCc4ccc5cccc(O)c5n4)CC3)cc2c1
    90	70	65	62	82	77	54	67	83
- CCOc1ccc(Nc2ccc(OCC)cc2)cc1
    106	79	64	93	87	109	75	100	98
- O=C(NC1=CC(=O)c2ccccc2C1=O)c1ccccc1
    32	22	17	-82*	11	42	x	63	-56*
- CCOC(=O)c1[nH]c(=O)c2ccccc2c1O
    109	111	101	113	106	89	110	112	110
- Nc1cccc(NC(=O)C(=O)Nc2cccc(N)c2)c1
    105	95	100	101	99	95	126	107	96
- CN1CCC=C(C(=O)N2c3ccccc3Sc3ccc(Cl)cc32)C1
    94	90	x	89	95	88	88	90	108
- CCOC(=O)c1cnnn1-c1cc(=O)[nH]c2ccccc12
    109	101	88	106	97	98	93	106	90
- O=C(O)c1ccc(NCc2cccc([N+](=O)[O-])c2)cc1
    x	96	90	130	111	89	91	123	100
- Cc1ccc(C(=O)c2ccccc2C(=O)O)cc1
    125	107	x	112	111	93	103	114	101
- CCOc1cccc(-c2nc3sccn3c2-c2ccnc(S(C)(=O)=O)n2)c1
    81	102	97	x	88	106	87	0.1*	103
- COC(=O)c1nnn(-c2ccc(Cl)cc2Cl)c1C(=O)c1ccc(Cl)c(Cl)c1
    117	99	78	96	99	96	92	104	93
- CCOC(=O)c1sc(/N=C2\C(=O)Nc3ccc(C)cc32)nc1C
    104	101	100	100	98	107	115	104	104
- FC(F)(F)COc1ccc(/C=N/NC(=S)Nc2ccccc2)cc1
    109	106	103	106	103	105	98	110	105
- CCOc1ccc(/C=N/NS(=O)(=O)c2ccc(C)cc2)cc1
    113	79	81	112	96	82	90	28	67
- Cc1cc2ccccc2oc1=O
    106	111	94	107	97	102	x	106	99
- O=C(NNC(=S)Nc1ccccc1)c1cccnc1
    93	101	90	120	112	100	104	106	113
- Cn1c2ccccc2c2nnc(N/N=C/c3cccs3)nc21
    104	94	90	112	93	83	95	113	104
- O=C(CNc1nc(-c2cccc([N+](=O)[O-])c2)cs1)Nc1ccc(Cl)cc1
    137	103	100	119	103	107	108	115	103

Later entries
SMILES	HCC-2998	OVCAR-8	PC-3	OVCAR-3	KM12	OVCAR-5	OVCAR-4	DU-145	SW-620
COc1ccc(C(=O)Nc2nn(-c3ccccc3)nc2-c2ccccc2)cc1	105	98	78	90	104	92	92	107	102
CC(=O)Oc1cc(OC(C)=O)c2oc(=O)c(-c3ccccc3)cc2c1	107	96	96	109	105	91	91	109	96
COc1cc2nc(-c3ccc(Cl)cc3)cc(OCCN3CCCC3)c2cc1OC	85	89	73	100	97	87	95	90	83
Cc1ccc2oc(=O)cc(COc3ccc(N=Cc4ccccn4)cc3)c2c1	100	x	91	102	97	99	110	100	108
CC1CCCCN1C(=S)Nc1ccc(S(=O)(=O)N2CCCCC2)cc1 (stereo not drawn)	112	106	83	98	97	100	90	106	93
Cc1oc2c(Cc3ccc(NC(=O)c4ccc(Cl)cc4)cc3)ncnc2c1C(=O)NO	98	98	98	96	96	103	109	105	105
Cn1c(=O)c2c(nc(Br)n2CC(=O)Nc2ccccc2)n(C)c1=O	103	97	93	110	100	95	103	101	99
CCOC(=O)c1ccc(N2C(=O)c3ccc(C(=O)OC)cc3C2=O)cc1	93	98	100	104	106	107	100	104	99
CC(Nc1nc(CNc2ccc(S(N)(=O)=O)cc2)nc2ccccc12)C(=O)O (stereo not drawn)	146	99	84	103	104	94	100	105	97
COC(=O)c1ccccn1	117	107	96	108	107	105	104	111	103

The list goes on (two carried over from the part before).
SMILES	HCC-2998	OVCAR-8	PC-3	OVCAR-3	KM12	OVCAR-5	OVCAR-4	DU-145	SW-620
CC(Nc1nc(CNc2ccc(S(N)(=O)=O)cc2)nc2ccccc12)C(=O)O (stereo not drawn)	146	99	84	103	104	94	100	105	97
COC(=O)c1ccccn1	117	107	96	108	107	105	104	111	103
COc1ccc2occ(C3=C(c4cn(C)c5ccccc45)C(=O)N(O)C3=O)c2c1	99	74	71	107	90	114	93	102	72
O=C(CCSCCC(=O)N/N=C/c1cccc(Cl)c1)N/N=C\c1cccc(Cl)c1	95	106	x	107	103	97	111	114	100
CCOC(=O)C(C#N)c1nc(SCC(=O)Nc2nc3ccc(C)cc3s2)nc(-c2ccccc2)c1C#N (stereo not drawn)	103	101	101	104	100	105	107	108	100
O=C(NCC(=O)N1CCCC1)N/N=C/c1ccccc1O	99	99	91	96	x	108	90	107	116
CCOC(=O)Nc1ccc2c(=O)n(-c3ccccc3C)c(C)nc2c1	110	104	90	96	88	97	102	100	98

Compounds were not picked by outcome; about 10% have a hit in one of these screens.
